# Source: PubChem (several laboratories)
# FXIa inh: human FXIa protease inhibitors, primary screen, biochemical, 1536-well; Coagulation factor XI (Homo sapiens), P03951; purified FXIa, Boc-Glu-Ala-Arg-AMC fluorogenic substrate; inhibition, % at 5 µM; hit rate 0.14% among 220,000; AID 798, 2007;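 active = inhibition of at least 40%; inactive = inhibition below 40%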;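 note: fluorescence of freed AMC excited at 355 nm; 0% = enzyme without compound and 100% = no enzyme blank; many of its hits are not listed in these tables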
# PPC-1+TRAIL kill: compounds killing PPC-1 cancer cells with TRAIL present, primary screen, TRAIL potentiator project, ATPLite luminescence, uHTS | hit rate 0.41% among 220,000 | cell killing (% activity), % at 4 µM | PPC-1 cells + TRAIL, ATPLite viability luminescence;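 active = cell killing above 50% in the first pass at 4 µM, then a duplicate retest at 5 µM averaging 50% or more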;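 note: plate controls were cells with TRAIL plus DMSO for no effect and medium-only wells lacking cells for full effect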
# Wee1 degr inh: Wee1 degradation inhibitors, primary screen, cell-based, HeLa, Wee1K328M-luciferase, luminescence | Wee1-like protein kinase (Homo sapiens), P30291 | HeLa Luc-Wee1K328M stability; 100% = proteasome inhibitor MG132 effect | reporter increase, % at 5 µM | hit rate 1.2% among 220,000 | AID 1321, 2008;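 active = activation above the mean of all tested compounds plus 3 SD, set per screening run, cut at about 8.8% in these data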;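 note: cells exposed to compound for 20 h before luminescence read; 0% = DMSO alone and 100% = MG132 at 30 µM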
# TNF necrop inh: inhibitors of TNF-alpha triggered necroptosis, primary screen, cell-based, Jurkat FADD-/-, single concentration | Jurkat FADD-/- TNF necroptosis rescue, ATP luminescence, 24 h; 0 = TNF only, 100 = no-TNF cells | hit rate 0.068% among 220,000 | activation (protection from cell death), % at 10 µM;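 active = activation, meaning protection from cell death, of at least 50% relative to plate controls; inactive = activation below 50%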;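 note: necroptosis triggered by 40 ng/mL TNF-alpha added together with compound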
# PGE2 EP2 inh: human EP2 receptor antagonists, primary screen, TR-FRET cAMP, C6 glioma cells; Prostaglandin E2 receptor EP2 subtype (Homo sapiens), P43116; C6 glioma cells expressing human EP2; cells stimulated with saturating PGE2; inhibition, % at 25 µM; hit rate 0.52% among 260,000;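 active = percent inhibition above 40 after rounding to a whole number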;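 note: rat C6 glioma host cells with rolipram phosphodiesterase inhibitor present; the protocol text gives 20 µM as final concentration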
# Target sequence (P43116 whole entry, looked up): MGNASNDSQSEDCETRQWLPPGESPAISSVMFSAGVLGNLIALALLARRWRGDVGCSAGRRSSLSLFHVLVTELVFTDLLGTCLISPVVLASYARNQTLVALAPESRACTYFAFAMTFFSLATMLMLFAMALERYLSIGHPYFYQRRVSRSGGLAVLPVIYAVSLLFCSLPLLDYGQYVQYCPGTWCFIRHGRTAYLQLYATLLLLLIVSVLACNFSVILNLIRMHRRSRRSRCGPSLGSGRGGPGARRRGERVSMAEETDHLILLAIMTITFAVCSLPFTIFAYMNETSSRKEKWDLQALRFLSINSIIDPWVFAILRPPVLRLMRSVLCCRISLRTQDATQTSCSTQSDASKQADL
# CHOP inh: inhibitors of CHOP promoter induction, primary screen, cell-based, unfolded protein response, luciferase reporter; inhibition, % at 10 µM; hit rate 3.8% among 220,000; CHO-K1 CHOP-promoter luciferase, tunicamycin-induced, 15-18 h;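 active = compounds that reduced the stress-induced luciferase reporter signal by more than about 70% of percent inhibition, limit read from the data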;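 note: 0% = tunicamycin plus vehicle and 100% = wells without tunicamycin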
# L929 necroptosis: inhibitors of zVAD-triggered necroptosis, primary screen, L929 cells; L929 zVAD necroptosis rescue, ATP luminescence, 24 h; with zVAD 60 µM; viability rescue, % at 10 µM; hit rate 0.38% among 220,000;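 active = activation, scaled between plate controls, above about 75%, limit read from the data; inactive = activation under that limit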;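 note: 0% = zVAD with DMSO and 100% = DMSO alone without zVAD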
# FXIIa inh: human FXIIa protease inhibitors, primary screen, biochemical, 1536-well | AID 800, 2007 | hit rate 0.3% among 220,000 | inhibition, % at 5 µM | purified FXIIa, Boc-QGR-AMC fluorogenic substrate, 2 h; in the data active = inhibition above about 40%;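 note: 0% = enzyme with no compound and 100% = blank without enzyme; many of its hits are not listed in these tables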
# Target sequence (P00748 20-372 limits assumed): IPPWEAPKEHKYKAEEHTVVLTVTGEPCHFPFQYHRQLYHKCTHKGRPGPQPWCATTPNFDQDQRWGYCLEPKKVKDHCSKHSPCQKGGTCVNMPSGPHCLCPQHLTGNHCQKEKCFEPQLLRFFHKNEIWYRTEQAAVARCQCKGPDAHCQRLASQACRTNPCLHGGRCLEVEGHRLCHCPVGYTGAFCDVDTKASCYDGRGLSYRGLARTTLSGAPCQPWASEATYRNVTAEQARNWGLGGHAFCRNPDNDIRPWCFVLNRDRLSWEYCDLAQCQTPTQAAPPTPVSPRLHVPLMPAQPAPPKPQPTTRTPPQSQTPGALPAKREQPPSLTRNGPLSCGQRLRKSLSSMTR
# Target sequence (P00748 373-615 limits assumed): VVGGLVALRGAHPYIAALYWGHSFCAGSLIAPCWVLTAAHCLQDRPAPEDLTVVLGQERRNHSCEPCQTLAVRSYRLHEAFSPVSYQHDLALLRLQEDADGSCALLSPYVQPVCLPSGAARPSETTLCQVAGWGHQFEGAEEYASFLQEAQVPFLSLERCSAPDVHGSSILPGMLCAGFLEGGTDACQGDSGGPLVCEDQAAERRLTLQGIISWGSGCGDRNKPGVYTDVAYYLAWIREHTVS
# TbHK1 inh: Trypanosoma brucei hexokinase 1 inhibitors, primary screen, biochemical, G6PDH-coupled NADH absorbance, MLSCN library. hit rate 0.11% among 220,000. recombinant TbHK1, G6PDH-coupled NADH A340. inhibition, % at 10 µM. AID 1430, 2008;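 active = inhibition of 50% or more in the single-dose primary screen; inactive = inhibition below 50%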
# * = called active by the depositor; / = not tested or not shown; & = joins results of further samples.
# Fields: FXIa inh, PPC-1+TRAIL kill, Wee1 degr inh, TNF necrop inh, PGE2 EP2 inh, CHOP inh, L929 necroptosis, FXIIa inh, TbHK1 inh
Cc1ccn(C(CC(=O)c2ccc(Br)cc2)C(=O)O)n1 (stereo not given)
  -14.4, 19.3, -3.4, -0.2, 7.2&6.2, 15.1, -0.3, 10.3, -9.8
Cc1c(C(=S)Nc2ccccc2)cnn1-c1ccc([N+](=O)[O-])cc1
  -3.1, 7.4, 0.0, -1.3, 13.5, 15.7, 1.2, -1.3, -13.2
CC1CCCCN1C(=O)c1cnn2c(C(F)(F)F)cc(-c3ccco3)nc12 (stereo not given)
  -0.1, -3.2, 3.3, 2.6, 12.2, -13.3, 0.1, -2.0, -16.9
Cc1ccc(S(=O)(=O)NCC(=O)N/N=C/c2ccc(Cl)cc2)cc1
  -1.3, 6.9, -4.5, 1.5, 5.1, 37.0, 1.4, 2.0, -1.5
O=S(=O)(Nc1nccs1)c1ccc(Nc2nnc(-c3ccccc3)c3ccccc23)cc1
  19.9, 1.9, 0.1, -1.3, 11.8, -2.2, 2.2, 17.8, 1.5
CSC1=C(C#N)C(C)CC(=O)N1 (stereo not given)
  7.9, 7.0, -1.8, 0.6, 3.4, -13.7, /, 9.1, 1.9
CCn1c(=O)c(-[n+]2ccccc2)c(O)c2ccccc21
  0.4, 4.3, -1.2, 0.6, 6.2, -8.5, 2.1, 13.8, -14.2
O=C(/C=N/O)Nc1ccc(F)cc1
  7.9, -2.7, 0.0, -0.6, 16.5, 5.4, 2.2, 15.5, 2.0
COc1ccc(NC(=O)CN2CCC(C)CC2)c([N+](=O)[O-])c1
  1.7, 30.4, -1.2, -0.8, 10.3, 50.7, 0.1, 15.4, -2.8
CCOC(=O)N1CCN(C(=O)CSCC(=O)N=c2sc3ccccc3n2C)CC1
  -3.1, -11.0, -2.4, -0.4, 12.2, 35.6, -0.9, 0.1, -6.7
O=c1[nH]ccc2c([N+](=O)[O-])cccc12
  -0.1, 8.0, -0.3, 0.0, 8.7, 8.3, -0.6, 5.7, -4.1
CC(C)(C)[C@@H]1C=C(C(=O)N2CCN(Cc3ccccc3)CC2)O[C@H](OCCCCO)C1
  1.4, -2.4, -0.8, 0.9, 0.9, -2.6, -1.0, 11.3, -6.1
COc1ccc(Cl)cc1S(=O)(=O)N1CCN=C1C
  -6.1, 8.4, 3.8, 0.9, 15.0, 16.4, 2.8, 3.4, 2.4
CS(=O)(=O)N(CC(=O)Nc1ccc2c(c1)OCCO2)Cc1ccc(Cl)cc1
  4.0, -5.2, 1.0, 0.2, 8.8, 68.6, -0.7, 10.5, 5.0
O=C1NC(=O)/C(=C/c2ccc(O)cc2)S1
  4.6, 6.3, 4.1, 1.5, 3.3, 26.6, 1.5, 13.3, -26.6
CCc1cc2c(=O)c(-c3cnn(-c4ccccc4)c3)c(C)oc2cc1OCC(=O)Nc1cccc(C)c1
  17.4, 12.0, 1.0, 0.7, 6.4, 94.3*, 0.2, 17.7, -7.6
Cc1cc(C)c(NC(=O)c2ccc(CN3CCc4ccccc4C3)cc2)c(C)c1
  8.1, -23.4, 0.5, -5.8, 22.3, 18.7, 0.2, 17.1, 1.9
CCOC(=O)COc1c(/C=N\O)cc(Cl)cc1OC
  35.4, 6.5, -2.6, -0.4, 2.3, 3.1, -1.3, 8.3, 1.7
Cc1nc(NC(=O)CSc2cc(C)c3ccccc3n2)c(Cl)cc1Cl
  -0.5, -0.8, -3.3, 2.2, 7.0, 33.5, 0.8, 6.4, 5.3
O=C(O)CSc1nnc2c(n1)[nH]c1ccccc12
  -5.8, 1.8, 0.6, 1.5, 6.3, 10.0, 2.2, 7.2, -20.6
O=C(CN1CCCCC1)Nc1ccc(N2CCCCCC2)cc1
  0.1, 15.0, -2.6, 1.6, 7.3, 14.2, 53.7, 10.1, -6.7
CC1CC(C)CN(C(=O)CSc2nc(N)cc(=O)[nH]2)C1 (stereo not given)
  -4.7, -11.0, -1.6, 1.0, 6.2, -3.3, 2.5, 1.9, 1.9
CCc1ccc(NC(=O)C2C3C=CC(C4CC34)C2C(=O)O)cc1 (stereo not given)
  13.4, 18.5, 0.9, -1.3, 7.4, 7.9, -0.1, -0.8, 3.2
O=C(CCCOc1ccccc1)N1CCc2ccccc2C1
  -3.8, -2.7, -3.2, -1.1, 13.4, 47.3, -0.3, -5.2, -4.0
COc1ccc2c(-c3ccccc3)cc3nnnn3c2c1
  -4.0, 1.3, 4.4, -2.3, 10.9, -5.9, 4.3, 10.2, -14.0
Cc1cccc(OCC(=O)N/N=C\C=C\c2ccc3c(c2)OCO3)c1C
  -5.1, 8.0, -2.6, -0.2, /, 97.8*, -0.1, 2.9, -3.8
CC(C)OC(=O)Cn1nc(C(F)(F)F)c2c1CCCC2
  -4.5, 6.9, 3.6, 0.8, 10.3, 6.3, 2.9, 7.0, -6.5
Cc1onc(-c2ccccc2Cl)c1C(=O)N1CCOC12CCCCC2
  -4.4, 25.0, -0.9, 0.4, 4.2, 6.6, 0.6, 2.8, -4.3
NC(=O)NC(=O)COC(=O)CC12CC3CC(CC(C3)C1)C2
  -4.7, 18.8, 0.3, -1.0, 7.7, 10.5, 2.1, 4.5, -5.4
CCOC(=O)C1(Cc2ccccc2)CCN(Cc2nccn2CC)CC1
  0.8, 15.0, 0.5, 0.4, 1.5, -2.2, -0.9, 13.9, 1.9
CC(=O)NN1C(=O)c2ccccc2NC1c1ccc([N+](=O)[O-])o1 (stereo not given)
  -3.6, /, 0.1, -1.0, 5.5, 25.3, 1.8, 3.1, -14.0
Cc1ccc(CN(C(=O)c2cc(=O)c3cc(C)cc(C)c3o2)C2CCS(=O)(=O)C2)cc1 (stereo not given)
  -8.4, 15.8, -2.8, -0.7, 2.9, -3.4, -1.2, 4.0, -15.8
Cc1cc(NC(=O)COC(=O)c2cccc(OCc3ccccc3)c2)no1
  10.6, -15.4, -0.5, 0.4, 1.1, -33.8, 0.1, 9.2, 6.1
Cc1ccc(C)c(NC(=S)NNC(=O)c2csc3c2CCC(C)C3)c1 (stereo not given)
  0.6, 13.0, 3.3, -2.0, 6.7, 89.9*, -0.4, 13.4, 12.2
O/N=C/c1ccc(OCc2ccccc2)c(Cl)c1
  4.9, 16.0, 5.8, 0.2, 20.0, -52.3, 1.7, 9.6, 1.2
CCOC(=O)c1ccc(NC(=O)CCn2nnc3ccccc32)cc1
  9.1, 22.0, -1.2, -1.2, 18.3, -16.9, 0.0, 13.1, 2.6
O=C(NC(=S)Nc1ccc(N2CCCCC2)cc1)c1cccs1
  -5.6, 18.0, 2.5, -3.5, 3.8, 65.7, -0.3, 4.2, 3.9
Cc1ccc(/C=N/NC(=O)CSc2nc3ccccc3n2Cc2ccc(Cl)cc2)o1
  7.5, -10.3, -1.3, 0.5, 7.5, 34.1, 1.4, 4.5, 2.2
COC(=O)CN(c1cc(C(F)(F)F)ccc1Cl)S(C)(=O)=O
  10.6, -3.8, -1.5, 0.3, 15.9, -0.9, 0.5, 16.3, 0.8
OCCN1CCN(C(=S)Nc2ccc(SC(F)F)cc2)CC1
  -6.5, 12.9, -1.4, 0.1, 11.6, 31.6, 3.9, 6.6, -8.2
COc1ccccc1N1CCN(CC(=O)c2c(C)[nH]c3ccccc23)CC1
  5.2, -14.1, -2.8, 2.2, /, 25.5, 4.0, 21.3, 3.5
COc1ccc(-c2ccc(C#N)c(OC(=O)c3c(Cl)cccc3Cl)n2)cc1
  -5.1, -0.2, 0.1, -3.0, 13.6, 13.7, 0.7, 7.2, -20.6
CC(=O)N1CCC(N(CCCOC(C)C)C(=O)Nc2ccc(C)c(C)c2)CC1
  0.2, 18.6, -0.5, -0.3, 4.8, 8.6, -0.1, 13.2, -3.6
O=C(O)c1ccc(CS(=O)(=O)Cc2ccccc2F)o1
  7.3, 17.0, -1.0, 1.4, 7.9, -18.2, /, 10.0, 1.0
CC1(c2nnc(-c3ccc(Cl)cc3)o2)CC(c2c(Cl)cccc2Cl)=NO1 (stereo not given)
  -1.2, 6.0, /, 2.9, 8.9, 25.2, 0.8, 4.1, -0.6
Cc1ccc(S(=O)(=O)Nc2ccc(S(=O)(=O)N3CCCC3)cc2)cc1
  -7.9, -4.1, -2.3, -1.9, 8.5, 0.4, 0.6, -1.5, -2.7
O=C(/C=C/Nc1ccc(F)cc1)c1cccs1
  /, /, 1.6, -5.6, 11.8, /, -0.4, /, -16.8
COc1ccc(-c2nnc(SCC(=O)N3CCCCC3)o2)c(OC)c1
  3.5, 8.7, 3.7, 1.4, 5.6, 6.6, 1.8, 2.5, -5.6
Cc1cc(=O)oc2c3c4c(cc12)OCCN4CCC3
  -33.1, 21.7, -1.5, -2.8, 11.2&5.5, 27.7, -0.4, -62.9, -7.7
COc1ccc(/C=C(\NC(=O)c2ccccc2)C(=O)NC2CCS(=O)(=O)C2)cc1 (stereo not given)
  4.5, -13.3, -0.4, 1.5, 11.7, 7.2, 0.0, 16.5, -18.8

# Carrying on.
# Fields: FXIa inh, PPC-1+TRAIL kill, Wee1 degr inh, TNF necrop inh, PGE2 EP2 inh, CHOP inh, L929 necroptosis, FXIIa inh, TbHK1 inh
CCCNC(=S)Nc1ccccc1
  -4.8, -6.2, 1.8, 0.8, 2.2, 14.9, -0.5, 2.3, -7.2
O=S(=O)(NCC(O)COCc1ccco1)c1cccs1 (stereo not given)
  4.7, 12.6, /, /, 17.9, 20.0, /, 2.8, /
COc1ccc(CCNS(=O)(=O)c2cccc3nsnc23)cc1OC
  1.9, /, 0.0, -0.3, 8.2, 15.2, -0.2, 9.7, -6.2
COc1ccc(CCC(C)Nc2ccccc2F)cc1 (stereo not given)
  4.2, 3.6, 2.1, 0.1, 0.8, 49.3, 0.8, 2.4, -14.0
CCCCCCc1c(O)nc(SCC(=O)O)[nH]c1=O
  -5.4, 11.0, /, 0.4, 8.1, 13.5, 1.1, 7.8, 7.5
O=C(N/N=C/c1c[nH]c2ccccc12)c1ccncc1
  -3.4, 15.6, 2.0, 0.4, 7.0, 12.6, 0.5, 0.7, -1.3
Cc1ccc(COc2ccsc2C(=O)NN)cc1
  -4.0, 2.9, 1.1, 0.2, 3.5, 6.6, 2.8, -0.6, -5.7
Cc1ccc2c(Cl)cc(Cl)c(OCC(=O)NCc3ccco3)c2n1
  4.6, 23.3, 1.1, 0.2, /, -4.6, -0.5, 2.4, 4.0
S=C1NCN(Cc2ccccc2)CN1C1CCCCC1
  -2.0, 24.4, -0.5, -0.4, 6.5, 20.0, -1.2, 12.1, 3.3
CCCCN(CCCC)C(=O)C1CC=CCC1C(=O)O (stereo not given)
  -1.2, /, -1.7, 0.6, 18.7, 0.3, 4.4, 4.7, 1.0
O=C(Nc1ccc(Cl)cc1C(=O)Nc1ccc(Br)cn1)c1ccco1
  5.0, -1.5, -1.2, -3.7, 6.8, 43.1, 1.1, 7.7, -0.9
Cc1cc2cc(CNC(=O)C3CCCC3)ccc2n1C
  1.7, -12.2, /, -0.4, 7.8, 9.7, -0.1, 10.5, -8.5
Cc1ccccc1OCC(=O)Nn1c(COc2ccccc2)nc2ccccc2c1=O
  0.5, 26.8, -1.6, -0.7, 21.9, 12.6, -1.1, 6.9, -3.3
CCN(CC)C(=O)C1CCCN(Cc2ccccc2C(F)(F)F)C1 (stereo not given)
  -3.7, 26.1, -1.1, 1.2, 9.8, 3.3, -0.4, -1.4, 3.2

# Not all compounds are listed (hit frequency here may not be typical).
